OTUD3 inh: human OTUD3 deubiquitinase inhibition; Q5T2D3; purified OTUD3, Ub-rhodamine fluorescence, 2 h; inhibition, % at 25 µM; hit rate 0.7% among 47,000; AID 1645858
USP30 inh: blocks human USP30 ubiquitin-rhodamine cleavage. Q70CQ3. purified USP30, Ub-rhodamine cleavage fluorescence. inhibition, % at 25 µM. hit rate 5.3% among 47,000
USP28 inh: human USP28 deubiquitinase inhibition; Q96RU2; purified USP28, Ub-rhodamine cleavage fluorescence, 30 min; inhibition, % at 25 µM; hit rate 3% among 47,000; AID 1645857
Target sequence (Q96RU2 whole entry, looked up): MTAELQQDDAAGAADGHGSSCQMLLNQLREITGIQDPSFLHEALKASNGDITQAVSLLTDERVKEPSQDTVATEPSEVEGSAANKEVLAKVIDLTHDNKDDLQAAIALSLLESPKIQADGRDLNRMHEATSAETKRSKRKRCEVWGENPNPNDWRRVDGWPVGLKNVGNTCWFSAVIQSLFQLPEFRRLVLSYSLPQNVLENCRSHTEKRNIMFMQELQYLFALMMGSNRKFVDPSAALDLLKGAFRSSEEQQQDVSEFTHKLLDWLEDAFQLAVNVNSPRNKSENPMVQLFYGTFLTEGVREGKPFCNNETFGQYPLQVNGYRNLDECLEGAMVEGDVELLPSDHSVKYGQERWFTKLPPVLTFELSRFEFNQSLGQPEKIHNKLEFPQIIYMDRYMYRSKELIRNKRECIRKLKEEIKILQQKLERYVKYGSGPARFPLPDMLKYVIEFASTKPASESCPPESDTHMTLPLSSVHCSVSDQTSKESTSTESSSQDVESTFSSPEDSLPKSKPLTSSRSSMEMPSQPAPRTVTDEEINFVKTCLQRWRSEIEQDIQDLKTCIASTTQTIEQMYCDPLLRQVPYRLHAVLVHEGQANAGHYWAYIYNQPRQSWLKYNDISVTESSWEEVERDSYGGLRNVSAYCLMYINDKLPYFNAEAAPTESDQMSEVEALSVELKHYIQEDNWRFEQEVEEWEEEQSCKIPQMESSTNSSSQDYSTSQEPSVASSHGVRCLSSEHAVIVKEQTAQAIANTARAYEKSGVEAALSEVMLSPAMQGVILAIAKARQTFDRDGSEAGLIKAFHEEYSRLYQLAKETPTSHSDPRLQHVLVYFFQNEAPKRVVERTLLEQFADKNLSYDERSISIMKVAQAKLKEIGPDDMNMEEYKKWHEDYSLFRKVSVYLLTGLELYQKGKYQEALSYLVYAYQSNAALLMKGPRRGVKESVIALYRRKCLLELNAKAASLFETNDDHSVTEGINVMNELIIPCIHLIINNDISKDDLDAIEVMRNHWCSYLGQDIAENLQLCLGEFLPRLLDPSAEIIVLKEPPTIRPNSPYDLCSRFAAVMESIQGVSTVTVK
USP7 block: human USP7 deubiquitinase inhibition; Q93009; purified USP7, Ub-rhodamine cleavage fluorescence; inhibition, % at 20 µM; hit rate 0.3% among 47,000
USP17 block: inhibitors of human USP17 deubiquitinase | A8MUK1 | AID 1645855 | hit rate 6.5% among 47,000 | inhibition, % at 50 µM | purified USP17, Ub-rhodamine cleavage fluorescence, 3 h
USP10 block: blocks human USP10 ubiquitin-rhodamine cleavage; Q14694; purified USP10, Ub-rhodamine fluorescence, 60 min; inhibition, % at 20 µM; hit rate 1.1% among 47,000; AID 1645856
UCHL1 inh: human UCHL1 deubiquitinase inhibition; hit rate 0.2% among 47,000; purified UCHL1, Ub-rhodamine cleavage fluorescence; P09936; AID 1645859; inhibition, % at 20 µM
USP8 block: human USP8 deubiquitinase inhibition; P40818; purified USP8, Ub-rhodamine cleavage fluorescence, 30 min; inhibition, % at 20 µM; hit rate 4.2% among 47,000; AID 1645853
* hit, by the source's call; · = not tested or not shown. Cut-off read from the data, not from the text of the source: active = inhibition above about 30%; inactive = the rest.

SMILES	OTUD3 inh	USP30 inh	USP28 inh	USP7 block	USP17 block	USP10 block	UCHL1 inh	USP8 block
COCCN1C(=O)CCc2cc(NS(=O)(=O)c3cc(C)cc(C)c3)ccc21	-17	-16	-20	-1	-16	3	0	-7
Cc1cccnc1Nc1cc(C2CCCN(C(=O)c3ncccn3)C2)ccn1 (stereo not drawn)	0	17	-1	1	-10	0	0	-50
CCc1cc2c3c([nH]c2cc1S(=O)(=O)NCc1cccc(OC)c1)CCCC3=O	0	0	16	3	-8	7	2	0
CCCCNC(=O)Cc1csc(COc2ccc(C)cc2)n1	0	1	2	-2	-10	1	0	-1
COc1ccc(C)cc1N1CCCn2c1nc1c2c(=O)n(CCN2CCCCC2)c(=O)n1C	10	10	5	2	5	1	2	9
CCCCCn1c(SCc2cccnc2)nc2cc(C(=O)NCc3ccco3)ccc2c1=O	-8	-4	0	-22	0	13	0	-3
Cc1cc(C)nc(C2CCN(C(=O)Cn3nnc4ccccc43)C2)n1 (stereo not drawn)	2	·	·	5	2	-3	1	-5
CC(C)Cn1c(=O)c(N2CCN(S(=O)(=O)c3cccc(F)c3)CC2)nc2ccncc21	-5	2	-1	5	-1	4	2	5
O=C(Nc1ccc(F)cc1F)N1CCN(CCc2ccccc2)CC1	6	1	5	0	7	0	1	10
Cc1ccc(N2CCCS2(=O)=O)cc1NC(=O)COc1ccc(F)cc1	0	5	2	-3	-1	-1	1	-9
Cc1nc(-c2cncnc2C2CCCN(C(=O)Cc3ccccc3)C2)no1 (stereo not drawn)	-13	2	-5	-1	0	0	-1	0
CC(c1ccccc1)N(C(=O)c1ccccc1)C(C)(C)C (stereo not drawn)	14	18	14	4	12	1	2	11
CCCN1CCN(C(=O)Cn2c(C)ccc(NC(=O)c3ccccc3)c2=O)CC1	0	-3	-12	-1	-9	5	-4	2
O=C(CN(Cc1ccc(F)cc1)C(=O)Cn1nnc(-c2ccc(F)cc2)n1)NC1CCCC1	1	21	8	1	5	1	-2	-2
CN(Cc1c(F)cccc1Cl)C(=O)c1ccc2ccccc2n1	-63	-253	-66	-10	-49	-8	-7	-45
NC(=O)c1ccc(C(=O)N(Cc2ccco2)C2CCCC2)cc1	-1	-1	-3	-2	-19	1	2	-118
Cc1ccc(-c2ncc(C(=O)Nc3cc(F)ccc3F)c(-c3ccncc3)n2)cc1	-85	-376	-97	-29	-111	-11	-16	13
Cc1ccc(S(=O)(=O)Nc2cccc(Cl)c2)cc1NC(=O)CCc1ccccc1	9	15	10	2	22	15	5	17
O=C1C/C(=C\c2cccc([N+](=O)[O-])c2)Cc2ccccc21	5	38*	30	16	8	9	3	-37
CCc1ccc(-n2c(=O)c3cccnc3n2CC(=O)Nc2cc(C)cc(C)c2)cc1	1	-7	-7	9	2	4	7	4
Cc1cc(C)nc(N2CC=C[C@@H]2C(=O)NCc2ccc3c(c2)OCO3)n1	-6	-116	-25	-15	0	-6	-12	-110
Cc1oncc1C(=O)N1CC[C@H]2CO[C@H](CN3CCOCC3)[C@H]2C1	19	30*	17	6	6	0	22	-141
Cc1ccc2cc(CN(C)C(=O)c3ccc([N+](=O)[O-])cc3)c(=O)[nH]c2c1	4	9	4	0	-5	0	0	-109
O=C(NC1CC(=O)c2cc3c(cc21)OCO3)c1ccc(F)cc1 (stereo not drawn)	-7	-3	-7	0	0	2	2	3

11 neighbouring entries out of the list so far, for reference:
SMILES	OTUD3 inh	USP30 inh	USP28 inh	USP7 block	USP17 block	USP10 block	UCHL1 inh	USP8 block
O=C(CN(Cc1ccc(F)cc1)C(=O)Cn1nnc(-c2ccc(F)cc2)n1)NC1CCCC1	1	21	8	1	5	1	-2	-2
CN(Cc1c(F)cccc1Cl)C(=O)c1ccc2ccccc2n1	-63	-253	-66	-10	-49	-8	-7	-45
NC(=O)c1ccc(C(=O)N(Cc2ccco2)C2CCCC2)cc1	-1	-1	-3	-2	-19	1	2	-118
Cc1ccc(-c2ncc(C(=O)Nc3cc(F)ccc3F)c(-c3ccncc3)n2)cc1	-85	-376	-97	-29	-111	-11	-16	13
Cc1ccc(S(=O)(=O)Nc2cccc(Cl)c2)cc1NC(=O)CCc1ccccc1	9	15	10	2	22	15	5	17
O=C1C/C(=C\c2cccc([N+](=O)[O-])c2)Cc2ccccc21	5	38*	30	16	8	9	3	-37
CCc1ccc(-n2c(=O)c3cccnc3n2CC(=O)Nc2cc(C)cc(C)c2)cc1	1	-7	-7	9	2	4	7	4
Cc1cc(C)nc(N2CC=C[C@@H]2C(=O)NCc2ccc3c(c2)OCO3)n1	-6	-116	-25	-15	0	-6	-12	-110
Cc1oncc1C(=O)N1CC[C@H]2CO[C@H](CN3CCOCC3)[C@H]2C1	19	30*	17	6	6	0	22	-141
Cc1ccc2cc(CN(C)C(=O)c3ccc([N+](=O)[O-])cc3)c(=O)[nH]c2c1	4	9	4	0	-5	0	0	-109
O=C(NC1CC(=O)c2cc3c(cc21)OCO3)c1ccc(F)cc1 (stereo not drawn)	-7	-3	-7	0	0	2	2	3

More compounds:
SMILES	OTUD3 inh	USP30 inh	USP28 inh	USP7 block	USP17 block	USP10 block	UCHL1 inh	USP8 block
O=C(Oc1coc(CSc2ncccn2)cc1=O)c1ccccc1Cl	-1	-45	-2	-18	-16	2	0	-2
CS(=O)(=O)N1CCC2(CC1)CN(C(=O)c1cccc3[nH]ccc13)Cc1ccccc1O2	10	14	14	5	6	0	2	-2
COc1ccc2cc(-c3cc(C(=O)OCC(=O)NC(C)c4ccccc4)c4ccccc4n3)ccc2c1 (stereo not drawn)	-3	-38	-5	4	0	1	-1	-1
CCn1c(COc2ccc3c(c2)OCO3)nnc1SCC(=O)c1ccccc1	4	5	17	3	11	3	0	14
Cc1ccc(-c2cc(C(=O)NC3CC3)nn2C2CCS(=O)(=O)C2)cc1C (stereo not drawn)	0	8	-6	1	0	2	1	-4
COc1ccc2c(c1)CCCC21NC(=O)N(Cc2ccccc2C#N)C1=O (stereo not drawn)	9	21	-11	-5	14	1	1	22
COc1cc(C2CCN(S(=O)(=O)c3cccc(F)c3)CC2)on1	-8	-3	-2	-3	·	0	-1	-1
Cc1[nH]nc2c1C(c1ccccc1OCc1ccc(F)cc1)CC(=O)N2 (stereo not drawn)	0	0	-7	-76	-2	9	1	4
O=C(Nc1ccc2c(c1)OCO2)c1cnc(N2CCOCC2)nc1	0	0	17	0	40*	0	2	81*
COc1ccc(NC(=O)CSc2nc(C)nc3c2oc2ccccc23)c(OC)c1	-4	-7	-1	0	1	2	-2	0
O=C(CNS(=O)(=O)c1ccc(F)cc1)N1CCCC(c2nnc3ccccn23)C1 (stereo not drawn)	-5	16	51*	-75	8	-4	7	57*
O=c1[nH]c(=O)n(Cc2ccco2)c2c1CN(CCc1ccccc1)CN2	3	·	·	1	0	-1	-1	-5
CC(C)NC(=O)c1cccc(-n2cnnn2)c1	5	10	1	6	7	1	2	-259
Nc1cc(C2CCN(C(=O)Cc3ccc(F)cc3)CC2)no1	-5	-12	-6	-4	2	-1	-5	1
CC(C(=O)NCCCN1CCOCC1)C1CCN(C(=O)c2cc3ccccc3[nH]2)CC1 (stereo not drawn)	0	-3	-5	-3	-1	0	-2	-12
CCCCc1nc(SCC(=O)Nc2ccc(OC)cc2)c2c3c(sc2n1)COC(C)(C)C3	-8	-9	-13	-3	-1	-3	-12	-1
Clc1ccc(-c2noc(-c3cccnc3N3CCOCC3)n2)cc1	0	·	·	-4	-5	0	-3	0
O=S(=O)(NCCc1c[nH]c2ncccc12)c1ccccc1	-2	-10	-1	2	-9	4	1	-39
COc1cc2ccccc2oc1=O	-7	-16	-4	-3	-21	-2	-4	-14
COc1ccc(Sc2cc(C(F)(F)F)nc(-c3ccccn3)n2)cc1	0	17	1	-22	-6	2	2	-20
N#Cc1ccc(N=C2C(=O)N(Cc3ccccc3)c3ccccc32)cc1	3	23	19	-40	20	13	7	4
CN1CCN(CCNC(=O)c2ccc3c(c2)nc2n3CCN(C3CCCCC3)C2=O)CC1	-3	-3	-7	1	-11	0	-3	-22
COc1cccc(O[C@@H]2C[C@@H](N)[C@H](N3CCCCC3)[C@H]2O)c1	-10	-11	-9	2	-12	-2	-1	-20
CCN(CC(=O)Nc1ccc2c(c1)OCO2)Cc1nc2ccccc2c(=O)[nH]1	11	12	14	5	-7	-1	4	-2
Cc1cc(C)cc(NC(=O)Cc2nnc3ccc(-c4nc(C)no4)cn23)c1	0	-22	-4	1	0	1	0	15
COc1ccc(C(=O)NC2=NC(c3ccc(Br)cc3)CC(=O)N2)cc1OC (stereo not drawn)	-21	-21	-14	-2	-22	-2	4	-16
Cc1cc(-c2ccc(C)c(S(=O)(=O)N3CC(=O)Nc4ccccc43)c2)on1	-3	9	26	3	47*	1	-1	-1
O=C(NCC1COCCO1)c1ccc(CN2C(=O)CCn3nc(-c4ccccc4)cc32)cc1 (stereo not drawn)	2	1	10	2	1	-1	0	-5
O=C(C1CCCN(c2ccc(-c3ccccc3)nn2)C1)N1CCC2(CC1)OCCO2 (stereo not drawn)	0	4	-8	1	-7	3	-1	0
O=C(N[C@@H]1C[C@@H](Oc2cccc(F)c2)[C@H](O)[C@H]1N1CCOCC1)c1cn[nH]c1	20	18	2	5	8	1	2	12
Cc1c(NC(=O)C2CC(=O)N(Cc3ccccc3)C2)cccc1-n1cnnn1 (stereo not drawn)	2	1	4	1	2	-4	-1	-60
O=C(NCCc1nc2ccccc2[nH]1)c1cc2ccccc2o1	-5	-3	4	-1	-2	0	0	1
COc1cccc(C(=O)N2CCCC2c2nc(-c3ccccc3)no2)c1 (stereo not drawn)	9	2	1	-1	1	0	0	6
CC(Sc1ncnc2ccccc12)C(=O)NCc1ccc2c(c1)OCO2 (stereo not drawn)	13	29	15	7	0	2	5	2
O=C(c1ccncc1)N1CCCn2nc(-c3ccncc3)cc2C1	-8	-17	-8	0	-6	-2	-3	-5
CCN1CCn2c(-c3cnn(C)c3)cnc2C12CCN(C(=O)NC(C)C)CC2	5	-9	2	7	-8	0	3	-78
Cn1cc(C(=O)Oc2ccc(F)cc2F)c(C(F)(F)F)n1	-1	13	6	-1	6	0	1	18
COc1ccc(-c2ccnc3[nH]c(=O)[nH]c(=O)c23)cc1	-8	-77	-9	11	-21	-4	1	23
CCCC(=O)c1c[nH]c(C(=O)NCc2cccnc2)c1	0	·	·	3	5	0	0	2
O=C1CCSc2ccc(S(=O)(=O)Nc3cccc(Cl)c3)cc2N1	3	-3	-2	-1	5	4	-1	-5
O=C(Nc1ccncc1NC(=O)c1cccc(C(F)(F)F)c1)c1cccc(C(F)(F)F)c1	-1	6	-4	2	17	1	-2	-3
O=C(Oc1coc(CSc2ncccn2)cc1=O)c1ccccc1F	16	-14	13	-11	10	3	2	2
CCOc1nccnc1NC1CCN(C(=O)Cc2ccsc2)CC1	6	11	1	2	0	0	1	0
O=C(CN1C(=O)COc2ccccc21)N1CCC(c2nc(-c3ccccc3)no2)CC1	-1	-14	-3	-1	0	0	1	-6
CC(=O)Nc1ccc(S(=O)(=O)N2CCN(c3ccnc4cc(Cl)ccc34)CC2)cc1	-10	16	-7	-4	-7	1	8	-62
O=C(CN1Cc2ccccc2C1=O)N1CCC2(CC1)Nc1ccccc1S(=O)(=O)N2	-5	1	-6	-3	-14	-3	-2	-14
CCc1ccccc1NC(=O)c1cccc(-n2cnnn2)c1	-5	0	-3	2	6	0	2	-3
Cc1ccc(Cl)cc1NC(=O)C1CCCN1C(=O)Oc1ccccc1 (stereo not drawn)	10	9	6	-6	7	0	2	7
O=C(O)c1cccc(NC(=O)c2ccccc2NC(=O)c2ccc([N+](=O)[O-])cc2)c1	-10	-12	-21	-1	-45	3	-2	1
O=S(=O)(Nc1ccc2[nH]ncc2c1)c1ccccc1Cl	0	-38	-4	0	17	-8	1	47*
O=C(Oc1coc(CSc2ncccn2)cc1=O)c1ccccc1C(F)(F)F	1	-11	-2	-3	-2	0	0	-1
COc1ccc(CCC(=O)Nc2sc3c(c2-c2nc4ccccc4[nH]2)CCCC3)cc1OC	-17	-47	-16	0	-25	-5	-5	0
CCc1ccc(NC(=O)CN2C(=O)CSc3ncccc32)cc1	-56	-204	-34	-17	-51	-6	-18	-33
CCCN1C=NS(=O)(=O)c2cc(C(=O)Nc3cc(Cl)ccc3OC)ccc21	5	35*	10	1	16	5	3	23
CCN1CCC2(CN(C(=O)N(C)C)CC23CCN(C(=O)Nc2ccccc2)CC3)C1=O (stereo not drawn)	-8	-23	-12	0	-19	-1	-3	-36
CC12CN3CC(C)(CN(C1)C3c1cccc3c1OCO3)C2O (stereo not drawn)	13	18	9	2	14	-4	0	20
COc1ccc(NC(=O)CSC2=NC3(CCCCC3)Nc3ccccc32)c(OC)c1	-6	-24	-4	-1	2	7	2	11
Cc1ccnc2nc(NC(=O)c3ccc(Cl)cc3)nn12	9	17	4	3	21	2	1	2
Cc1sc(NC(=O)c2ccc(S(=O)(=O)N3CCc4ccccc4C3)cc2)c(C(N)=O)c1C	4	-21	3	5	8	0	5	-23
CC(C)CCN1[C@H]2CCN(C(=O)c3cnccn3)CC[C@@H]2Oc2ccccc2S1(=O)=O	-4	-17	-8	-12	-11	-4	-4	-17

Hits appear at their usual frequency; any-hit rate near 14%.
